aSyn 5UTR inh – 5' untranslated region of α-synuclein, MLPCN primary screen; alpha-synuclein 5'UTR reporter, inhibitor activity; inhibition, % (tested at 7.5 µM); 300,000 tested, 0.82% active; in the data active = inhibition above about 60%;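 also: H4 neuroglioblastoma cells stably carrying SNCA 5'UTR luciferase fusion; 0% = DMSO wells and 100% = positive control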
IEC-6 cytotox – counter-screen for KLF5 inhibitors: cytotoxicity in IEC-6 cells; IEC-6 cytotoxicity, luminescence viability; inhibition, % at 5 µM; 290,000 tested, 0.78% active; in the data active = inhibition above about 22%;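 also: 0% = plate median of test compound wells and 100% = cytotoxic reference compound wells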
SKKanGAS inh – inhibitors of SKKanGAS S. pyogenes growth in kanamycin (SK-promoter or general growth effect); inhibition, % at 7.5 µM; BacTiter-Glo, 6 h; 300,000 tested, 1.3% active; AID 1662;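 active = mean replicate score, as percent of positive control median, at least 50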;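 also: strain carries kanamycin resistance gene driven by streptokinase promoter and grows in 40 µg/ml kanamycin; loss of luminescence reflects streptokinase promoter inhibition or plain growth inhibition; 0% = median of DMSO wells and 100% = positive control at its reference dose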
KLF5 inhibitor – inhibitors of KLF5 expression | inhibition, % at 5 µM | 290,000 tested, 0.23% active | DLD-1 KLF5 promoter-luciferase reporter, luminescence;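 active = inhibition above a per-plate limit of that plate's mean compound inhibition plus 3 SD, cut at about 60% in these data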;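 also: 0% = DMSO wells and 100% = LY294002 at 200 µM; higher means less KLF5 promoter-driven luciferase light; inactives centre near -14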
HSF1 activator – increases HSF-1 driven luciferase reporter signal. NIH3T3-HGL HSF-1 luciferase reporter, MG132, 8 h; 100% = twice DMSO control signal. 300,000 tested, 1.7% active. activation, % at 9 µM;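 active = mean replicate activation of at least 50% with a set share of replicates each reaching 50%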;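 also: 0% = median of the neutral control wells and 100% = twice that signal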
HSF1 inhib – HSF1 inhibition. 300,000 tested, 0.77% active. NIH3T3-HGL HSE-luciferase, MG132-induced, luminescence 8 h; stronger effect = lower value. activity change, negative = inhibition, % at 7.5 µM (by protocol). AID 2098;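 active = more than half of replicate wells show activity change below -50%, luminescence cut by over half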;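 also: luciferase reports HSF-1 transcriptional activity via heat shock element; 0% = median of DMSO wells and -100% = zero luminescence signal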
HSP90 inh – inhibitors of HSP90 luciferase refolding in rabbit reticulocyte lysate; luciferase refolding luminescence, 3 h; inhibition, % at 5.6 µM; 290,000 tested, 0.91% active;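 active = inhibition above the screen-wide mean plus 3 SD, computed separately per campaign, cut at about 16% in these data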;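 also: 0% = DMSO wells and 100% = 60 µM geldanamycin wells; inhibitors lower the luminescence because luciferase stays unfolded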
AI-2 QS mod – Vibrio harveyi AI-2 quorum sensing modulation; Vibrio harveyi JMH597 AI-2 luminescence/OD600 ratio, 9 h; stronger effect = lower value; strain lacks LuxN and CqsS sensors; 0 = neutral-control median; activity change, % at 7.5 µM; 300,000 tested, 0.4% active; in the data active = activity change below about -75%, passing the limit was not always enough;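 also: luminescence divided by OD600 gain over 9 h not by final OD600 alone; inactives centre near 13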
Platelet DG rel – platelet dense granule release activity. AID 1663. inhibition, %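 (compounds screened at 7.5 µM in platelet-rich plasma)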. human platelet-rich plasma, SFLLRN dense granule ATP release, luminescence. 300,000 tested, 0.22% active;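 active = mean replicate score, as percent of positive control, at or above 50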
HIF act – HIF pathway transcriptional activation. 300,000 tested, 0.32% active. AID 1910. U2OS HRE-luciferase reporter, luminescence; normalized: DMSO 0%, desferrioxamine 100%. activation, % at 7.5 µM (by protocol);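 active = mean activation of at least 10% of the iron chelator positive control signal, with at least half of replicates also reaching 10%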
* hit, by the source's call; . = not tested or not shown.

Under each structure – aSyn 5UTR inh | IEC-6 cytotox | SKKanGAS inh | KLF5 inhibitor | HSF1 activator | HSF1 inhib | HSP90 inh | AI-2 QS mod | Platelet DG rel | HIF act
#1 Cc1ccc(N/C(N)=N/c2nc(CSc3nnc(N)s3)cc(=O)[nH]2)cc1
→ 7 | 4 | 5 | -4 | . | . | 6 | -3 | 1 | .
#2 C/[N+]([O-])=C\c1cccc(OCCN2CCN(c3ncc(C(F)(F)F)cc3Cl)CC2)c1
→ 24 | -3 | -4 | -37 | 3 | -3 | 1 | 12 | 7 | -1.0
#3 CC(=O)c1sc(NC(=O)C(C)C)nc1C
→ 5 | -1 | -5 | -1 | 10 | -5 | 1 | 6 | -1 | -26
#4 N#CC(C#N)=Cc1cnc(N2CCN(c3ccccc3)CC2)s1
→ -2 | -6 | -6 | -46 | 16 | -2 | 8 | 25 | -3 | -23
#5 O=c1cc(N2CCN(c3ccc(F)cc3)CC2)[nH]c(=O)n1C1CCCCC1
→ -107 | -4 | -8 | -35 | 13 | -6 | -1 | 10 | -5 | 0.0
#6 CC1=[N+](C)N(c2ccccc2)C(=O)C1N=Cc1ccccc1Cl (centres undefined)
→ 18 | -9 | -2 | -15 | 2 | -4 | 1 | 11 | 6 | 0.3
#7 CC1(C)CC(=O)C2=C(C1)Nc1nc(SCCN3CCOCC3)[nH]c(=O)c1C2c1cccs1 (centres undefined)
→ 18 | -1 | 3 | -6 | -6 | -13 | 8 | 35 | -1 | -0.2
#8 O=C(OC1CCCCC1=O)c1cccc(S(=O)(=O)N2CCOCC2)c1 (centres undefined)
→ 5 | . | -4 | . | -2 | -2 | . | 18 | -1 | -0.4
#9 C#CCOCCOCCOCCNc1nc(N2CCN(C(=O)[C@H](CCCCN)n3cc([C@@H](N)CC(C)C)nn3)CC2)nc(N2CCN(C(=O)[C@H](Cc3cc4ccccc4[nH]3)n3cc([C@@H](N)Cc4ccc(O)cc4)nn3)CC2)n1
→ 1 | -6 | 1 | -22 | -14 | 2 | 3 | -5 | 1 | 0.1
#10 O=C1c2ccncc2C(=O)N1CO
→ 4 | -8 | 3 | 10 | -5 | -5 | 4 | 11 | 9 | 0.1
#11 O=C(NCCCO)/C(=C\C=C\c1ccccc1)NC(=O)c1ccccc1Cl
→ -2 | 0 | -1 | -13 | -7 | -8 | -4 | 16 | 15 | -0.2
#12 CC(C)(C)NC(=O)c1ccc(COCC(F)(F)F)o1
→ 21 | 3 | 1 | -7 | -7 | -6 | -2 | 24 | 1 | -0.2
#13 CCN1CCN(CCCNC(=O)CCCn2nc(C)c3sc4ccccc4c3c2=O)CC1
→ 17 | 1 | 0 | -7 | -40 | -21 | -2 | 9 | 5 | 0.4
#14 CCOC(=O)C1(Cc2ccc(OC)cc2)CCN(C(=O)CC2CCC(=O)N2)CC1 (centres undefined)
→ -8 | -7 | -1 | -31 | 2 | 1 | -3 | 6 | -3 | 0.1
#15 CSCC[C@H](NC(=O)[C@@H]1Cc2ccccc2CN1)C(=O)NC1CCCC1
→ -7 | -6 | 0 | -27 | 12 | 4 | -7 | 17 | -4 | -0.6
#16 CC(C)(O)C#Cc1ccc(CN2CCN(C3CCCC3)C(CCO)C2)cc1 (centres undefined)
→ -1 | -1 | -9 | -6 | -14 | -13 | 2 | 18 | 13 | -0.1
#17 O=C(CC12CC3CC(CC(C3)C1)C2)NC(=S)Nc1ccc(CN2CCOCC2)cc1
→ -23 | 2 | 3 | -34 | 20 | 1 | 4 | 0 | -8 | -2.1
#18 O=S1(=O)CC/C(=N\Nc2ccccc2)c2ccsc21
→ -41 | 3 | 1 | 7 | 28 | 4 | -4 | -18 | 1 | -0.4
#19 COC(=O)c1cc2ccsc2n1CC(=O)N(C)c1ccccc1
→ 4 | -4 | -3 | -29 | -1 | 4 | 2 | 10 | 2 | -0.5
#20 O=[N+]([O-])c1ccc(Cl)c(C[n+]2cccc3ccccc32)c1
→ -12 | -2 | 5 | -7 | -7 | -4 | -1 | 9 | -2 | -11
#21 CN(C(=O)c1coc(=O)c2ccccc12)c1ccc(Br)cc1
→ 8 | -3 | 11 | -8 | 6 | 11 | 4 | 27 | 1 | 0.1
#22 CCCC[C@@H]1CCCO[C@@](C(=O)NCc2ccc(C)o2)(C(F)(F)F)C1
→ 12 | . | 2 | . | 3 | 6 | . | 4 | 2 | -0.1
#23 Cc1cc2nc(-c3ccc(SCC(=O)N4CCOCC4)nc3)[nH]c2cc1C
→ -41 | 15 | 12 | -71 | 16 | 15 | 1 | 9 | -6 | 0.5
#24 Cc1cccc(C)c1NC(=O)/C(=C/c1ccco1)c1ccccc1
→ 8 | 8 | -1 | -18 | -7 | -1 | 4 | 7 | -1 | -0.7
#25 O=C(CSc1nnc2scc(-c3ccccc3)n12)NCc1ccc2c(c1)OCO2
→ -12 | -3 | 2 | -31 | 22 | 9 | -1 | 36 | -1 | -0.3
#26 COc1ccc(C(=O)C2CCCN(C(=O)c3ccc(F)cc3)C2)cc1OC (centres undefined)
→ 9 | -3 | 16 | -16 | 14 | 5 | -4 | 20 | 38 | -0.4
#27 CN(CC(=O)Nc1cc(Cl)cc(Cl)c1)Cc1cccs1
→ 7 | -5 | 2 | -23 | 11 | 4 | 0 | -1 | 20 | 0.1
#28 O=C(NNC(=S)NCc1ccccc1)c1ccc(Br)cc1
→ 2 | 5 | 12 | -6 | 4 | -6 | 1 | -3 | 7 | -0.1
#29 O=C1CCCC(O)=C1Sc1ccccc1C(=O)O
→ -1 | 2 | 1 | -1 | -1 | -10 | 0 | 6 | 4 | 0.0
#30 CC(=O)c1ccc(OC(=O)Cc2cccc3ccccc23)cc1
→ 13 | -3 | -2 | -34 | -1 | -3 | -1 | 2 | -3 | 0.5
#31 CCOC(=O)CC(=O)Nc1ccc(Br)cc1C(=O)O
→ 13 | -4 | 3 | -22 | 35 | 3 | 4 | 20 | 2 | -0.4
#32 C/C=C/c1ccc(OCC(=O)Nc2cc(C(F)(F)F)ccc2N2CCOCC2)c(OC)c1
→ 15 | -4 | -2 | -11 | 1 | -3 | -1 | 20 | 0 | -0.5
#33 Clc1ccccc1CN1CCN(/N=C/C=C\c2ccco2)CC1
→ -78 | -5 | 2 | -7 | 32 | 19 | -3 | 21 | 0 | 1.0
#34 CC(=O)CCc1c(C)c2cc(C)ccc2[nH]c1=O
→ -30 | -2 | 1 | -5 | 7 | 2 | 0 | 20 | -2 | 2.2
#35 COc1ccc(OCc2cccc(C(=O)Nc3cc(C)on3)c2)cc1
→ 66* | -2 | -5 | 39 | -21 | -18 | 40* | 17 | 7 | -5.0
#36 CN(c1ccc(C(=O)NCCSC(C)(C)C)cc1)S(=O)(=O)c1ccccc1
→ -18 | 2 | 0 | -28 | 16 | 7 | -3 | 22 | -4 | 0.0
#37 Cc1[nH]n(-c2ccccc2)c(=O)c1/C=N/N(C)c1ccccc1
→ 9 | 8 | -4 | -14 | 16 | 13 | -2 | 36 | 14 | 0.2
#38 CC(=O)Nc1ccc(S(C)(=O)=O)c(C)c1
→ -6 | -9 | -10 | 0 | 6 | -10 | -2 | -6 | -10 | 0.3
#39 Cc1c(CC(=O)Nc2ccc(Cl)cc2)sc2ccc(Cl)cc12
→ -5 | -4 | 19 | -23 | 23 | -4 | -1 | 19 | -1 | 0.1
#40 COc1cc(C2c3c(-c4cc(Cl)c(C)cc4O)n[nH]c3C(=O)N2Cc2cccnc2)ccc1O (centres undefined)
→ 5 | -3 | 14 | 11 | -13 | 5 | -2 | 14 | 5 | -0.2
#41 O=C(NCc1ccccc1F)C1CCN(C(=O)c2sccc2-n2cccc2)CC1
→ 5 | -7 | 6 | -15 | 7 | 5 | 2 | 25 | 1 | 0.2
#42 COc1ccccc1-n1c(SCC(=O)NC(C)(C)C)nc(O)c(Cc2ccccc2)c1=O
→ -13 | -2 | -2 | -38 | -12 | 4 | 0 | 21 | 0 | -1.3
#43 Cc1ccc(NC(=O)C2CCCN2S(=O)(=O)c2ccc3c(c2)CCC(=O)N3)cc1Cl (centres undefined)
→ 2 | 2 | -5 | 2 | 24 | 11 | 0 | 19 | 8 | 0.0
#44 CC(C)OC(=O)CNc1n[nH]c(=S)[nH]c1=O
→ -131 | -1 | 19 | -36 | 35 | 1 | 17* | 2 | -9 | 1.1
#45 COc1cc(C(=O)ON=C2C(C)=CC(=O)C=C2C)cc(OC)c1OC
→ 22 | -1 | -1 | -29 | 25 | 21 | 2 | 27 | 2 | -1.0

HSP90 inh, entries above that show a hit
nr	canonical_smiles	aSyn 5UTR inh	KLF5 inhibitor	HSF1 activator	HSF1 inhib	HSP90 inh	AI-2 QS mod	Platelet DG rel
35	COc1ccc(OCc2cccc(C(=O)Nc3cc(C)on3)c2)cc1	66*	39	-21	-18	40*	17	7
44	CC(C)OC(=O)CNc1n[nH]c(=S)[nH]c1=O	-131	-36	35	1	17*	2	-9

The main list resumes with the four entries that preceded the break.
Under each structure – aSyn 5UTR inh | IEC-6 cytotox | SKKanGAS inh | KLF5 inhibitor | HSF1 activator | HSF1 inhib | HSP90 inh | AI-2 QS mod | Platelet DG rel | HIF act
#42 COc1ccccc1-n1c(SCC(=O)NC(C)(C)C)nc(O)c(Cc2ccccc2)c1=O
→ -13 | -2 | -2 | -38 | -12 | 4 | 0 | 21 | 0 | -1.3
#43 Cc1ccc(NC(=O)C2CCCN2S(=O)(=O)c2ccc3c(c2)CCC(=O)N3)cc1Cl (centres undefined)
→ 2 | 2 | -5 | 2 | 24 | 11 | 0 | 19 | 8 | 0.0
#44 CC(C)OC(=O)CNc1n[nH]c(=S)[nH]c1=O
→ -131 | -1 | 19 | -36 | 35 | 1 | 17* | 2 | -9 | 1.1
#45 COc1cc(C(=O)ON=C2C(C)=CC(=O)C=C2C)cc(OC)c1OC
→ 22 | -1 | -1 | -29 | 25 | 21 | 2 | 27 | 2 | -1.0
#46 CCc1ccc(NC(=S)Nc2cc(OC)c(NC(=O)C(C)C)cc2OC)cc1
→ -18 | -7 | -4 | -20 | -36 | -31 | 7 | 20 | -2 | -1.0
#47 COc1ccc(NC(=O)c2cc3c(-c4ccc(OC)c(OC)c4)nn(C)c3s2)cc1OC
→ -70 | 2 | 38 | 1 | -27 | -20 | -3 | 3 | 13 | 0.5
#48 O=C1[C@H]2[C@@H](C3CC3)N3C(=O)CN(Cc4ccccn4)C(=O)[C@@]3(Cc3ccccc3)[C@H]2C(=O)N1c1ccccc1
→ -7 | 6 | 1 | -25 | -9 | -3 | -2 | 6 | 1 | 0.1
#49 C/C(=N\Nc1cc(C)nc(-c2ccccc2O)n1)c1ccccc1
→ -65 | 3 | 23 | -54 | -39 | -27 | 2 | 42 | 8 | 0.3
#50 CCOP(=O)(OCC)C(NC(=O)c1cccs1)c1ccccc1 (centres undefined)
→ -12 | 7 | -1 | -27 | 7 | -4 | -5 | 5 | 12 | -0.8

Screens deposited in PubChem by several laboratories.
